Screening results from PubChem.
Granule exo inh: LAMP-1 surface exposure blockers, TALL-104 cells – cell-based, flow cytometry, MLPCN library, primary screen; TALL-104 LAMP-1 surface exposure; cells stimulated with thapsigargin and PMA; inhibition, % at 10 µM; actives 0.66% (n = 360,000); AID 651702, 2012;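 active = inhibition above about 55%, limit read from the data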
hiPSC survival: enhancers of single-cell hiPSC survival, primary screen, ATPlite luminescence. 100% = ROCK inhibitor wells, 0% = DMSO. survival enhancement, % at 20 µM. actives 0.044% (n = 360,000); in the data active = survival enhancement above about 18%;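 note: cells exposed to compounds for 16 hours before the ATP read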
Peg3 prom inh: Peg3 promoter-driven luciferase inhibitors, primary screen, cell-based, HeLa, luciferase luminescence. HeLa PEG-Prom luciferase reporter, overnight. inhibition, % at 20 µM. actives 1.7% (n = 360,000). AID 588405, 2011;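 active = inhibition of at least 50% at 20 µM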
HIF-2a inh: HIF-2a reporter inhibitors, primary screen, luminescence, 786-0 RCC cells. inhibition, % at 18.8 µM. 786-0 RCC cells HIF-2a reporter, luciferase luminescence, overnight. actives 0.72% (n = 360,000);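 active = inhibition of the luminescence signal of 40% or more relative to plate controls, in a single-dose primary screen at 18.75 µM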
PDI turbidity: inhibitors of human PDI, primary screen, biochemical, turbidity, single point, plate reader; actives 0.052% (n = 350,000); inhibition, % at 10 µM; AID 588391, 2011; PDI insulin aggregation turbidity, A650, 90 min;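 active = mean inhibition across replicates of 30% or more, whatever share of single replicates reach that level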;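 note: absorbance from insulin aggregation driven by PDI reduction with DTT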
Target sequence (P07237 whole entry, looked up): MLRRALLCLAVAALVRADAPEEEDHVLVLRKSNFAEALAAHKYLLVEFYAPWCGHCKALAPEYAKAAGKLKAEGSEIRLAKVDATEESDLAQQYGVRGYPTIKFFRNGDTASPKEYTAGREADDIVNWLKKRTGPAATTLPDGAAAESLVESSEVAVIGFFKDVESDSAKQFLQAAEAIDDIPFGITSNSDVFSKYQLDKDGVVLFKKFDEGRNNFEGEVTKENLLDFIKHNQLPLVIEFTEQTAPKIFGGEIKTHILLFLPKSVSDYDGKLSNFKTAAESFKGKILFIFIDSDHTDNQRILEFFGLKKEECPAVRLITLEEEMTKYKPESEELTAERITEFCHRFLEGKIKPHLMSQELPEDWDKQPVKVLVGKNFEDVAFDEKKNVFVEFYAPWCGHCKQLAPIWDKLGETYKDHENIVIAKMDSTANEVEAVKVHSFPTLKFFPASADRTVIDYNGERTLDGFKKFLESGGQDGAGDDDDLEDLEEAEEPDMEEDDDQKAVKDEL
NR2E3 ag-1: inhibitors of NR2E3-RetCOR corepressor binding, primary screen, NR2E3 agonist project, biochemical, TR-FRET, GST-NR2E3, biotin-RetCOR | actives 0.12% (n = 320,000) | Photoreceptor-specific nuclear receptor (Homo sapiens), Q9Y5X4 | inhibition of corepressor binding, % at 4.78 µM | AID 2300, 2010 | 1536-well;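 active = percent inhibition above the cutoff of mean plus 3 SD of all tested compounds, set per screening campaign, cut at about 20% in these data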;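 note: 0% = DMSO wells and 100% = biotin wells as full block of FRET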
Target sequence (Q9Y5X4 whole entry, looked up): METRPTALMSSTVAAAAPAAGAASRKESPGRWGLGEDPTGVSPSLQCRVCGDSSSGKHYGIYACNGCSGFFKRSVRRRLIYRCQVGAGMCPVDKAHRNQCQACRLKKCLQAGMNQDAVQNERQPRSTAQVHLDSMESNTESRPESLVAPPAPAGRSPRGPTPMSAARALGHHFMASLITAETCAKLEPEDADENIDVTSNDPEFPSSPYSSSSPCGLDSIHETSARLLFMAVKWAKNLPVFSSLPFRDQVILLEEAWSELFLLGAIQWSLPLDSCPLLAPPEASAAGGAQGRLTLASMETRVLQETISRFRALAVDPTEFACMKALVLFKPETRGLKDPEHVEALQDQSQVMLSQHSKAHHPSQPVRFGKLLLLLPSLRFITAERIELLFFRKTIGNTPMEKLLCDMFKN
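Material: NR2E3–RetCOR corepressor complex / Amount: 1.35 nM GST-NR2E3 / Medium: Tris pH 7.5 / Compound: single nominal compound dose of 4.8 µM / Incubation: 5 h at 4 °C / Technique: TR-FRET, Eu(K)-anti-GST donor, streptavidin-D2 acceptor, ex 340, em 617/671 nm / Read-out basis: percent loss of FRET ratio relative to control wells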
TRPM1 prom inh: inhibitors of MITF-dependent TRPM1 promoter reporter, primary screen, cell-based, SK-MEL-5, single point, luciferase. SK-MEL-5 TRPM1 promoter luciferase, 24 h. inhibition, % at 12.5 µM. actives 0.83% (n = 330,000);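 active = mean inhibition across replicates of 60% or more, whatever share of single replicates reaches that level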; note: values of inactives mirror those of a sister screen read the other way
CaV13 FRET inh: Primary screen for inhibitors of IQ motif and Ca2+-dependent inactivation inhibitor domain binding in CACNA1D, Förster resonance energy transfer in living cells, …; HEK cells, CFP/YFP FRET ICDI-IQ, plate reader, 10 min; percent FRET-ratio fall versus neutral wells; inhibition, % at 12.3 µM; actives 0.098% (n = 340,000); AID 743397;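 active = mean replicate inhibition of at least 30% and at least 1% of replicates passing that level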;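 note: 0% = median of the neutral control wells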
Vif imaging: HIV Vif self-association inhibitors, primary screen, imaging, HEK293T, single point; inhibition, % at 7.49 µM; actives 0.35% (n = 340,000); HEK293T cells, Vif self-association by quenched fluorescence, 24 h; in the data active = inhibition above about 50%, passing the limit was not always enough; note: some results filed as inactive read as strong as hits
aDG glyco up: activators of alpha-DG glycosylation, primary screen, uHTS, Pro5-aDG cells, AlphaScreen; alpha-DG glycosylation AlphaScreen (IIH6); 0% Pro5, 100% B10-LARGE cell signal; activation, % at 10 µM; actives 0.22% (n = 360,000); AID 624168, 2012;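 active = activation of at least 8% versus controls, or a plate z-score of at least 8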;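 note: Pro5 are CHO cells carrying HIG-tagged alpha-DG that lacks glycosylation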
NR2E3 ag-2: NR2E3 agonists in two-hybrid cells, primary screen, cell-based, luminescence, CHO-S, Gal4-NCOR/VP16-NR2E3 | Photoreceptor-specific nuclear receptor (Homo sapiens), Q9Y5X4 | luciferase | inhibition of corepressor binding, % at 3.98 µM | actives 0.35% (n = 360,000) | AID 602229, 2012;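 active = inhibition above the mean of all tested compounds plus 3 SD, cut at about 70% in these data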;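 note: 0% = DMSO with NR2E3 transfected cells and 100% = cells lacking NR2E3 construct; higher means lower luciferase signal from less NR2E3 corepressor binding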
Active calls of the source: *; / = no result given.

SMILES	Granule exo inh	hiPSC survival	Peg3 prom inh	HIF-2a inh	PDI turbidity	NR2E3 ag-1	TRPM1 prom inh	CaV13 FRET inh	Vif imaging	aDG glyco up	NR2E3 ag-2
COCCCN(C(=O)c1ccc(-c2ccc(C(C)=O)cc2)o1)c1c(N)n(CC(C)C)c(=O)[nH]c1=O	-1.5	-1.9	-23.3	-23.6	14.6	/	-12.5	-3.2	6.7	0.3	-23.6
COc1ccc(S(=O)(=O)N2CCC(C(=O)NCc3ccccn3)CC2)cc1OC	-1.6	-1.2	10.4	5.7	1.2	-1.2	5.7	-5.6	-1.5	-0.1	-1.3
O=Cc1cc2c(cc1[B-](F)(F)F)OCO2	-6.1	3.8	-4.0	6.3	-1.9	/	1.9	-5.3	0.3	0.0	-13.4
COC(=O)C1CCN(C(=O)COC(=O)CNC(=O)c2ccc(Cl)cc2Cl)CC1	6.9	0.0	-24.9	0.6	-3.5	0.0	-6.6	-6.1	-0.8	0.1	30.4
CCOC(=O)c1ccoc1CSCC(=O)N1CCN(S(=O)(=O)c2ccc(C)cc2)CC1	-0.3	0.0	24.2	16.0	15.2	-0.3	2.0	-4.5	1.9	1.1	-0.6
CN(C)c1cccc(NC(=O)c2ccc(-c3ccc(F)c(F)c3)c3ccoc23)c1	6.9	-1.3	-43.1	-164.6	5.0	/	/	-5.3	3.5	-0.6	-51.4
CC1CCCN(S(=O)(=O)c2cc3c4c(c2)C(C)C(=O)N4CCC3)C1 (stereo unspecified)	-0.2	-0.5	9.0	6.5	9.0	-0.3	-5.5	-14.0	4.0	0.0	2.1
COc1ccc(NC(=O)[C@H](C)NC(=O)C2CCN(S(=O)(=O)c3ccc(OC)cc3)CC2)cc1	1.2	1.0	-1.9	9.7	4.8	1.1	1.3	-3.3	1.1	-0.2	12.7
COc1ccc2nc(NC(=O)CS(=O)(=O)c3ccc(C)cc3)sc2c1	1.4	-0.3	-5.4	-17.7	0.7	-2.6	4.7	-7.3	-6.2	-0.1	-14.9
CCc1nc2ccccc2nc1N1CCN(S(=O)(=O)c2ccccc2)CC1	5.3	-0.4	-7.4	-8.3	-7.7	-0.6	/	-20.8	-7.6	0.0	-19.1
CCC(=O)c1cc(F)c(N2CCN(C(=O)c3ccco3)CC2)cc1C	0.6	0.4	-54.0	-74.7	/	0.7	/	-5.9	/	0.1	-32.8
Cc1cccc(NC(=O)CCCc2ccccc2)c1C	-7.4	-0.1	-53.6	-70.2	3.3	-0.3	-3.0	5.3	4.3	0.0	-4.5
Cc1ccc(C(=O)n2nc(-c3cccnc3)nc2N)cc1	-8.3	0.5	1.6	20.2	-2.4	-1.6	3.2	-8.8	0.2	-0.1	-9.1
Cc1ccccc1Cn1ccc(NC(=O)c2cc3ncc(Br)cn3n2)n1	-1.9	-0.4	7.0	9.6	0.2	2.0	12.0	-2.2	1.4	-0.1	-11.0
Nc1ccc(-n2cc(-c3ccccc3)[nH]c2=S)cc1	-0.5	0.0	-190.1	-156.1	4.5	-2.4	-13.8	-20.4	-10.7	-0.1	-78.8
O=C(Cn1cnc2cc([N+](=O)[O-])ccc2c1=O)Nc1ccc(Br)cc1	-5.1	0.5	-8.4	15.9	7.3	2.6	-0.5	2.2	-2.0	-0.1	9.2
CCn1nc(Cc2cccc3ccccc23)c(C#N)c1N	-3.1	1.5	-0.4	24.4	-1.9	1.0	-8.8	-4.6	0.2	0.0	10.4
CC1CN(C(=O)C2(C)CC2(Cl)Cl)CC(C)O1 (stereo unspecified)	-1.7	3.9	2.3	17.1	2.7	2.8	-17.0	-5.4	5.0	-0.1	-22.8
CCNC(=S)N1CCN(CC(=O)Nc2ccc(OC)cc2)CC1	-0.3	-0.3	16.2	19.1	14.3	-3.6	-2.6	0.2	-3.9	-0.2	-9.4
CCCC(C)c1nnc(NC(=O)CCS(=O)(=O)Cc2ccccc2)s1 (stereo unspecified)	-17.9	1.7	33.2	11.2	-6.3	4.7	13.5	-7.1	13.4	0.6	-9.7
O=C(O)C1C(c2ccccc2)C(C(=O)Oc2ccccc2)C1c1ccccc1 (stereo unspecified)	-0.4	0.5	9.9	0.1	11.4	-2.1	-2.1	-4.9	-5.1	0.0	12.4
COc1ccc(Cn2c(=O)[nH]c3cc(C(=O)N4CCN(c5ccccn5)CC4)ccc3c2=O)cc1	-1.8	0.0	4.7	15.8	-3.5	5.4	5.5	-14.5	5.7	-0.2	4.4
Cc1cc(C)n(-c2nc3c(c(=O)n(C)c(=O)n3C)n2C)n1	2.6	2.0	13.6	11.3	-3.5	1.6	6.7	/	11.7	0.0	18.2
CCCCOC(=O)Nc1nnc(/C=C/c2ccc(OC)cc2)s1	2.7	5.4	-4.5	2.4	-2.0	3.0	5.0	-2.1	0.0	0.2	5.0
COc1ccc(C2=NOC(Cn3nc(C(=O)NCc4cccc(C(F)(F)F)c4)cc3-c3ccccc3)C2)cc1 (stereo unspecified)	-12.2	-0.3	7.2	-5.8	-4.4	3.3	-12.0	-5.0	-1.7	0.5	-22.8
Cc1oc(-c2ccccc2F)nc1CS(=O)(=O)CC(=O)N1CCc2ccccc21	-5.0	2.8	14.9	15.7	/	3.0	10.7	-9.9	1.5	0.9	-49.6
Cc1ccc2c(c1)c1c(c(=O)n(-c3ccccc3C)c(=O)n1CC(=O)NCC1CCCO1)n2C (stereo unspecified)	-2.7	1.2	-1.1	7.7	-4.6	2.0	-3.2	-7.3	-1.7	0.0	5.1
COc1cccc(OC)c1C(=O)NC(=S)Nc1ccc(N2CCOCC2)c(Cl)c1	-0.2	-0.6	6.2	5.4	4.4	2.2	-2.6	-6.1	9.5	0.4	14.9
O=Cc1c[nH]c2ccc(S(=O)(=O)N3CCCCC3)cc12	2.0	2.7	17.2	20.5	-1.5	/	/	-4.5	-11.2	-0.2	-15.7
O=C(NCCc1ccccc1Cl)C1CCN(S(=O)(=O)c2cccs2)CC1	-4.9	-1.1	10.0	-16.9	7.0	1.8	-4.9	-5.0	4.6	0.2	11.7
C[C@@H]1CN([C@H](C)CO)S(=O)(=O)c2ccc(-c3ccc(C(=O)N(C)C)cc3)cc2O[C@H]1CN(C)C(=O)Cc1ccccn1	1.4	-2.2	-4.1	-37.8	4.2	/	/	-3.2	-14.2	0.1	10.9
Cn1c(=NC(=O)C2CC2)sc2cc(F)cc(F)c21	-0.9	1.5	-49.2	-124.5	/	0.7	/	-3.1	-2.1	-0.3	-29.1
CCC(C)Nc1nc(Cl)nc(NCCOc2ccccc2)n1 (stereo unspecified)	7.0	0.7	-78.6	-113.6	-7.5	-4.7	-6.9	-4.5	-10.2	0.3	-52.0
O=C(NCc1ccco1)C1CCCN1C(=O)Nc1ccccc1[N+](=O)[O-] (stereo unspecified)	1.0	0.4	5.8	-3.0	-9.4	-2.4	-5.9	-5.2	4.6	0.1	-13.9
COc1cccc(C(=O)Nc2nc(-c3ccncc3)cs2)c1	-3.1	-0.9	-31.1	-86.2	8.1	-10.3	0.8	-6.5	4.1	0.4	-8.2
O=C(COc1ccc(C(=O)c2ccccc2)cc1)Nc1ncccc1O	-1.2	-0.3	-4.7	1.9	6.6	1.0	-1.7	-2.9	-5.1	0.0	-7.2
COc1ccccc1NC(=O)CSc1nnc(-c2ccc(C)cc2)o1	4.2	-2.1	-201.7	-75.6	-3.7	0.7	-51.0	-3.4	12.8	0.0	-104.1
CC1=C(C(=O)N2CCOCC2)C(c2c(C)cc(C)cc2C)NC(=S)N1 (stereo unspecified)	0.5	-0.4	-0.3	7.7	6.0	1.9	1.7	-6.4	2.4	-0.2	-23.0
COCCN(Cc1cc2cc(C)cc(C)c2nc1Cl)C(=O)Nc1ccccc1	7.7	-0.9	2.5	-49.6	2.3	-4.0	-11.6	-6.9	-1.6	0.0	-41.6
COc1ccc(N2CCN(S(=O)(=O)CCNC(=O)COc3ccc(Cl)cc3)CC2)cc1	-1.3	0.3	-7.3	12.6	-10.9	2.3	0.7	-3.6	-2.0	0.1	-5.4
CC(=O)Nc1ccc2nc(NC(=O)COc3ccc(C)cc3)sc2c1	-2.3	0.2	-38.1	-42.4	-1.0	1.6	-26.7	-4.2	-1.4	0.2	8.4
CN1C(=O)/C(=C/c2cccc(Cl)c2)Sc2ccc(C(=O)NCc3cccnc3)cc21	6.7	-0.5	25.0	21.7	0.2	2.1	8.8	-4.7	-8.4	0.2	-21.3
COc1ccccc1-c1ocnc1C(=O)N1CCN(C(=O)C(c2ccccc2)c2ccccc2)CC1	5.0	-0.1	18.4	-4.6	-2.5	5.5	18.8	-5.0	21.9	-0.1	-19.8
CC1C(=O)N(Cc2cn(CC3CCCCC3)nn2)CCS(=O)(=O)N1Cc1ccc(-c2ccc(Cl)c(Cl)c2)cc1 (stereo unspecified)	6.3	-1.5	-1.3	-2.2	-4.3	/	/	-5.0	0.0	0.3	4.6
O=C(Nc1cccc(-n2cnnn2)c1)c1cnccc1Cl	-0.1	-0.6	1.5	10.8	-1.9	-2.6	-3.0	-5.4	1.3	0.3	-10.1
O=C(CCn1c(=O)[nH]c2ccsc2c1=O)N1CC(=O)N(CCc2ccccc2)C(=O)C1	-2.2	1.0	8.7	23.3	-0.1	2.2	22.2	-6.1	-3.8	-0.1	-3.4
CCOC(=O)c1c(C)nc2sc3c(=O)n(-c4ccc(C(C)=O)cc4)nnc3c2c1-c1ccc(Cl)cc1	-4.9	7.2	-4.8	-5.0	-10.6	2.0	46.7	-5.4	-3.7	0.0	-10.3
CCn1cc(C(=O)NCc2cccc(C(F)(F)F)c2)c(=O)c2ccc(C)nc21	-8.3	0.2	18.7	-13.8	5.4	2.4	2.3	-21.0	-12.1	-0.1	-6.0
COCCN(C(=O)CCN1C(=O)C2CC=CCC2C1=O)c1c(N)n(CC(C)C)c(=O)[nH]c1=O (stereo unspecified)	-1.5	-0.5	8.9	9.0	11.8	-1.9	6.0	-1.4	0.0	-0.2	-13.4

Exported as a markdown table: entries from further up
| SMILES | Granule exo inh | hiPSC survival | Peg3 prom inh | HIF-2a inh | PDI turbidity | NR2E3 ag-1 | TRPM1 prom inh | CaV13 FRET inh | Vif imaging | aDG glyco up | NR2E3 ag-2 |
| --- | --- | --- | --- | --- | --- | --- | --- | --- | --- | --- | --- |
| O=C(Nc1cccc(-n2cnnn2)c1)c1cnccc1Cl | -0.1 | -0.6 | 1.5 | 10.8 | -1.9 | -2.6 | -3.0 | -5.4 | 1.3 | 0.3 | -10.1 |
| COCCN(C(=O)CCN1C(=O)C2CC=CCC2C1=O)c1c(N)n(CC(C)C)c(=O)[nH]c1=O (stereo unspecified) | -1.5 | -0.5 | 8.9 | 9.0 | 11.8 | -1.9 | 6.0 | -1.4 | 0.0 | -0.2 | -13.4 |
